CHRM5 antagonist: CHRM5 antagonism in calcium assay | P08912 | CHO-hM5 cells, Fluo-8 calcium fluorescence, ACh EC80 | inhibition, % at 3 µM | actives 0.59% (n = 360,000) | AID 624040;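 active means inhibition above a per-plate cutoff, the mean of that plate's test compounds plus 3 SD, cut at about 27% in these data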;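 further: 0% = acetylcholine EC80 with DMSO and 100% = DMSO without agonist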
CHRM5 agonist: agonists of human muscarinic M5 receptor (CHRM5); activation, % at 3 µM; actives 0.19% (n = 360,000); CHO-K1 hM5 cells, Fluo-8 calcium fluorescence; 0% DMSO wells, 100% maximal acetylcholine response;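 active means activation above the run's mean over test compounds plus 3 SD, cut at about 23% in these data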;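 further: signal is peak over basal fluorescence ratio across the kinetic read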
CHRM5 PAM: CHRM5 positive allosteric modulation | P08912 | CHO-K1 hM5, Fluo-8 calcium, ACh EC20 PAM; 0% = ACh EC20, 100% = ACh EC100 | activation, % at 3 µM | actives 0.3% (n = 360,000) | AID 624038;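 active means activation above the run cutoff, the mean activation of all test compounds plus 3 SD, cut at about 18% in these data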
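Probe or stimulus: acetylcholine, EC20 level; Assay system: human M5 receptor in CHO-K1 cells; Schedule: compound preincubation 140 s before EC20 acetylcholine addition; Technique: intracellular calcium via Fluo-8 fluorescence; Dosing: single-point, 3 µM nominal; Read-out basis: percent activation from peak-over-basal fluorescence ratio, scaled EC20-to-EC100 acetylcholine; Repeats: one well per compound, no replicates.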
CRFBP-R2 block: blocks CRF-induced signaling of the CRF-BP/CRF-R2 complex. HEK293 CRF-R2/CRF-BP, CRF-induced calcium fluorescence. inhibition, % at 11.8 µM. actives 0.59% (n = 350,000). AID 588475;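 active means inhibition of the ligand-induced calcium signal above about 50% at the single tested concentration, limit read from the data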
M4 PAM: potentiates acetylcholine response at human M4 receptor. P08173. CHO-K1 hM4/Gqi5, Fluo-8 calcium fluorescence, ACh EC20; 0% = ACh EC20, 100% = maximal ACh. activation, % at 3 µM. actives 0.4% (n = 360,000);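 active means activation above its plate's cutoff, the mean activation of sample wells plus 3 SD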; further: some results filed as inactive read as strong as hits
Target sequence (P08173 whole entry, looked up): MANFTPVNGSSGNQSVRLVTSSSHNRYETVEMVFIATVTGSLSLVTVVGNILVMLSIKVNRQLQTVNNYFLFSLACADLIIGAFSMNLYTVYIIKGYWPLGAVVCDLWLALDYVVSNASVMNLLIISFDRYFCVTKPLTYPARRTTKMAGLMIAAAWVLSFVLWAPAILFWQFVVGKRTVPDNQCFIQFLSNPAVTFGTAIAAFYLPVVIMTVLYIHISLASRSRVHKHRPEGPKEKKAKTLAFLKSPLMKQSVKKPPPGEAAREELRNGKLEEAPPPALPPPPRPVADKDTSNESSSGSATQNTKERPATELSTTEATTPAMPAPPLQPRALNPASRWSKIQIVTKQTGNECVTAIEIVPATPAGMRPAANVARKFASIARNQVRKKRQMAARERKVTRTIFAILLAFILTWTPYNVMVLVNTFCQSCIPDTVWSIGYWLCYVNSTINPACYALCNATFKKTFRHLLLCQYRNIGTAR
CHRM4 agonist: CHRM4 agonism in calcium assay | activation, % at 3 µM | CHO-K1 hM4/Gqi5, Fluo-8 calcium fluorescence; vehicle 0%, full acetylcholine response 100% | actives 0.14% (n = 360,000) | P08173;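 active means activation above the run mean over all test wells plus 3 SD, cut at about 32% in these data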;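 further: peak over basal fluorescence ratio per well then scaled between controls; 0% = DMSO wells and 100% = acetylcholine at EC100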
CRFBP-R2 agonist: agonists of human CRF-binding protein/CRF-R2 receptor complex; HEK293 CRF-R2/CRF-BP, calcium dye fluorescence (FLIPR); percent of saturating CRF peptide response; activation, % at 13.2 µM; actives 0.46% (n = 350,000); AID 588473;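 active means activation of at least 50%, plus an integration ratio under a set limit after plate pattern correction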;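 further: plate controls were neutral control wells without compound for no effect and CRF at EC100 for full effect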
CHRM4 antagonist: CHRM4 antagonism in calcium assay. AID 624125. inhibition, % at 3 µM. P08173. CHO-hM4 cells, ACh EC80, Fluo-8 calcium fluorescence. actives 0.73% (n = 360,000);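 active means inhibition above its plate's cutoff, the mean inhibition of sample wells plus 3 SD, cut at about 27% in these data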;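 further: 0% = acetylcholine EC80 with DMSO and 100% = DMSO without agonist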
M1 PAM: potentiates human M1 receptor response to acetylcholine | actives 0.088% (n = 360,000) | activation, % at 3 µM | CHO-K1 hM1, Fluo-8 calcium fluorescence, ACh EC20; 0% = ACh EC20, 100% = maximal ACh | P11229; in the data active means activation above about 19%, passing the limit was not always enough
Target sequence (P11229 whole entry, looked up): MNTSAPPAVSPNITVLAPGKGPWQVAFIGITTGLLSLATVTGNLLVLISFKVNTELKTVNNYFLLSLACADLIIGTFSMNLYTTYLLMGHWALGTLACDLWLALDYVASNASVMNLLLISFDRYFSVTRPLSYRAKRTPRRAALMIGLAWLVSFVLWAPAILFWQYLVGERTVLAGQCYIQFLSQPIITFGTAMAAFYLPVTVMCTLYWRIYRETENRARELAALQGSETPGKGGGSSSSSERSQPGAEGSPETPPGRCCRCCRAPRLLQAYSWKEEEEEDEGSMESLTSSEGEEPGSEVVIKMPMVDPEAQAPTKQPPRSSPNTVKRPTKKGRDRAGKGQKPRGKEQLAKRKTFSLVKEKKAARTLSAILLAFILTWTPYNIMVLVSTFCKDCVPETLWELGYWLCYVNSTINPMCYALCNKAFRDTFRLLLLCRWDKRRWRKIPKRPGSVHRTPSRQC
* hit, by the source's call; · = no result given.

SMILES	CHRM5 antagonist	CHRM5 agonist	CHRM5 PAM	CRFBP-R2 block	M4 PAM	CHRM4 agonist	CRFBP-R2 agonist	CHRM4 antagonist	M1 PAM
COc1ccc(C2NN=C(c3ccc(C)cc3)S2)cc1 (stereo unspecified)	7	-5	-5	17	-5	1	-0.4	2	6
COC(=O)C1=C(C(=O)OC)[C@@H]2N(Cc3ccccc3)c3ccccc3[C@@]23C[C@@H](C(=O)OC)N(C(=O)c2cccs2)C3=N1	-2	3	12	1	5	0	1.4	-5	4
CCN1C(=O)/C(=C\N2CCN(c3cccc(Cl)c3)CC2)SC1=S	0	-2	2	4	6	1	3.1	-1	7
COc1cc(C)c(Br)cc1S(=O)(=O)NCCCN1CCOCC1	-1	-1	0	12	-2	1	-1.2	5	-2
COc1ccc(C2=CN(Cc3ccccc3)C(c3ccccc3)CC2=O)cc1 (stereo unspecified)	15	1	-24	2	-5	11	0.4	4	-12
C=CCN(CC(=O)c1sc(C(=O)OCC)nc1C)c1cccc(Br)c1	1	4	12	1	12	0	0.5	-1	5
O=C(NC1CCCC1)c1cc2c(=O)n3ccccc3nc2s1	1	1	10	7	0	2	-0.8	0	-1
CCC(C)NC(=O)CN1C(=O)NC2(CCc3ccccc3C2)C1=O (stereo unspecified)	4	3	5	-1	2	0	-0.9	3	12
Cc1cc(Nc2nc3ccccc3nc2Cl)n(-c2ccccc2C)n1	-1	-3	1	3	12	-4	0.9	-11	1
Cc1ccc(S(=O)(=O)CCC(=O)OCC(=O)NCc2ccccc2)cc1	-5	-5	0	6	-4	1	-1.0	-18	8
CCn1c(SCC(=O)NC2CCCC2)nc2c1c(=O)n(C)c(=O)n2C	15	-2	-4	-14	-5	1	0.4	11	4
COC(=O)C1=C(C(=O)OC)SC(=C2C(=S)C(C)(C)N(C(=O)CC(C)C)c3ccccc32)S1	-1	2	-6	-3	-10	0	-2.2	7	5
CN(CC(=O)Nc1ccc(Cl)c(C(F)(F)F)c1)C(=O)c1cccs1	5	2	-5	-16	6	10	0.3	-2	-2
CC(C)CN1CCN(Cc2ccc3ncccc3c2)CC1CCO (stereo unspecified)	-3	-7	6	-7	-6	1	0.7	-4	5
CC(=O)c1ccc(OCC(O)CN2CCN(S(=O)(=O)c3cccc(Br)c3)CC2)cc1 (stereo unspecified)	11	0	-5	-2	-8	10	0.2	0	-3
C=CCNC(=S)N(CC)c1cccc2ccccc12	2	-7	-2	10	0	-2	-1.2	16	12
CCC(C)(C)NC(=O)C(c1ccc(OC)cc1)N(C(=O)CCC(=O)Nc1cc(C)on1)C1CC1 (stereo unspecified)	2	-1	6	2	-1	2	-0.4	0	12
CCCC(=Nc1ccccc1OC)C1=C(O)CC(c2ccccc2)CC1=O (stereo unspecified)	-12	-2	6	-17	18	0	-1.9	-15	9
CCN1C(=O)[C@@H]2[C@H](C1=O)[C@@H]1C(=O)Nc3ccccc3C(=O)N1[C@@H]2c1ccc(OC)cc1	8	-1	0	4	10	1	-0.7	-8	7
Cc1ccc(C(=O)Nc2ccc(F)cc2)o1	-6	2	7	4	13	1	-1.6	-9	15

4 structures from above, arranged by molecular weight, rising:
SMILES	CHRM5 antagonist	CHRM5 agonist	CHRM5 PAM	CRFBP-R2 block	M4 PAM	CHRM4 agonist	CRFBP-R2 agonist	CHRM4 antagonist	M1 PAM
Cc1ccc(C(=O)Nc2ccc(F)cc2)o1	-6	2	7	4	13	1	-1.6	-9	15
CCC(C)(C)NC(=O)C(c1ccc(OC)cc1)N(C(=O)CCC(=O)Nc1cc(C)on1)C1CC1 (stereo unspecified)	2	-1	6	2	-1	2	-0.4	0	12
COC(=O)C1=C(C(=O)OC)SC(=C2C(=S)C(C)(C)N(C(=O)CC(C)C)c3ccccc32)S1	-1	2	-6	-3	-10	0	-2.2	7	5
CC(=O)c1ccc(OCC(O)CN2CCN(S(=O)(=O)c3cccc(Br)c3)CC2)cc1 (stereo unspecified)	11	0	-5	-2	-8	10	0.2	0	-3

Structural class: the compounds so far with four or more nitrogen atoms (3)
SMILES	CHRM5 antagonist	CHRM5 agonist	CHRM5 PAM	CRFBP-R2 block	M4 PAM	CHRM4 agonist	CRFBP-R2 agonist	CHRM4 antagonist	M1 PAM
Cc1cc(Nc2nc3ccccc3nc2Cl)n(-c2ccccc2C)n1	-1	-3	1	3	12	-4	0.9	-11	1
CCn1c(SCC(=O)NC2CCCC2)nc2c1c(=O)n(C)c(=O)n2C	15	-2	-4	-14	-5	1	0.4	11	4
CCC(C)(C)NC(=O)C(c1ccc(OC)cc1)N(C(=O)CCC(=O)Nc1cc(C)on1)C1CC1 (stereo unspecified)	2	-1	6	2	-1	2	-0.4	0	12

Next records.
SMILES	CHRM5 antagonist	CHRM5 agonist	CHRM5 PAM	CRFBP-R2 block	M4 PAM	CHRM4 agonist	CRFBP-R2 agonist	CHRM4 antagonist	M1 PAM
CCN(CC)S(=O)(=O)c1cccc(NC(=O)CCSc2ccc(Cl)cc2)c1	8	-3	-10	3	-8	10	12	0	-13
CCc1nc(NC(C)C)c2oc3ccccc3c2n1	0	-4	4	-26	7	1	-1.6	0	-2
c1ccc(-c2ccccc2OCCCN2CCOCC2)cc1	-2	-6	3	-3	-3	0	7.7	7	6
O=C(CSc1nc2ncccc2[nH]1)NC1CCCC1	-4	1	4	-2	0	1	-0.1	-4	10
CSCCC(Nc1ccc(S(=O)(=O)N2CCOCC2)cc1[N+](=O)[O-])C(=O)OCC(=O)N(C(C)C)C(C)C (stereo unspecified)	3	-2	-1	29	-5	·	0.4	-9	-9
Nc1c(-c2ccccc2)nc(Cl)nc1-c1ccccc1	6	1	-7	-8	2	0	2.3	-3	0
CC(OC(=O)c1cc2ccccc2o1)C(=O)Nc1ccc(N2CCOCC2)cc1 (stereo unspecified)	3	1	-3	-13	0	2	0.0	-5	0
O=C(Nc1nnc(C2=COCCO2)o1)c1ccc([N+](=O)[O-])cc1	1	1	-2	3	-3	1	-0.3	-18	4
COc1ccc(NC(=O)c2ccc(NC(=O)CN3CCN(c4ccccc4)CC3)cc2)cc1	-4	1	-8	9	12	2	-2.2	-23	3
CCCCCCCNC1=CC(=O)CC(c2ccccc2)C1 (stereo unspecified)	17	-6	-10	15	-6	2	-3.0	7	-7
CCCCCn1c(N2CCN(Cc3ccccc3)CC2)nc2c1c(=O)[nH]c(=O)n2C	3	-8	-5	-30	-1	0	-4.3	-23	-2
Cc1nn(-c2ccccc2)c(C)c1/C=N/NC(=O)c1cc(-c2cccs2)[nH]n1	15	0	-16	-73	-9	7	0.2	-3	-16
Cc1[nH]c2ccccc2c1C=NNC(=O)c1cc(-c2cccnc2)nc2ccccc12	8	0	-4	-1	-4	8	-0.5	12	-3
CCOC(=O)C1(Cc2ccccc2)CCN(Cc2cn[nH]c2-c2ccccc2)CC1	11	2	1	-38	5	12	23	-4	12
Cc1ccc(C(C)C)c(OCCNC(=O)c2cncc(Br)c2)c1	-6	0	-5	6	6	3	1.1	-6	6
CCc1ccc(NCc2nc3ccccc3c(=O)[nH]2)cc1	-4	0	7	-13	6	1	0.4	-5	9
COC(=O)c1cnc(Nc2nc(C(N)Cc3ccc(Cl)cc3)cs2)nc1C(F)(F)F (stereo unspecified)	4	17	5	·	-1	23	·	4	6
Cc1cc(-c2ccccc2)cc(-c2ccccc2)[n+]1C	0	-20	7	4	-7	0	-0.3	4	-3
COC(=O)C1(C(=O)OC)C[C@H](/C=C/c2ccccc2)N(Cc2ccccc2OC)[C@@H]1c1cccc(Br)c1	10	0	-4	·	-1	3	·	-8	·
COc1ccc(NC(=S)Nc2ccc(C)c(Cl)c2)cc1OC	4	-1	7	10	1	1	-1.3	-9	3
Cc1nn(-c2ccccc2)c2nc(C(Cl)(Cl)Cl)[nH]c(=O)c12	2	4	10	45	-8	0	1.6	5	3
CSCC(=O)N1CCCC(CNC(=O)c2ccc(-c3ccccc3)cc2)C1 (stereo unspecified)	8	1	-9	5	-10	3	-0.4	-7	-7
CCOc1ccc(NC(=O)CCCn2nc(C)c3c(C)n(-c4ccccc4)nc3c2=O)cc1	10	-7	-2	-4	-12	1	0.8	-7	12
COc1ccc(S(=O)(=O)N2CCCC(C(=O)NCc3ccccn3)C2)cc1Cl (stereo unspecified)	2	1	-4	8	2	3	0.2	2	-4
CCOC(=O)C1CCN(C(=O)C(C)Oc2ccc(C(=O)c3ccccc3)cc2)CC1 (stereo unspecified)	4	4	6	14	2	6	-1.8	-12	0
CCNC(=S)NCCN1CCOCC1	8	0	-1	-28	-6	1	1.6	6	5
CCNC(=O)C1CCCN(C(=O)c2ccccc2)CC1 (stereo unspecified)	6	1	-10	·	-2	0	·	2	-2
N#Cc1ccc(C(=O)N2CCN(S(=O)(=O)c3ccc(Cl)s3)CC2)cc1	7	1	-5	10	-3	3	0.4	13	-5
O=C(C[n+]1cc(-c2ccc(Cl)cc2)n2c1CCCCC2)c1ccccc1	3	-14	-8	0	-13	1	5.1	2	-8
Cc1cc2n(n1)C(c1cccs1)Nc1ccccc1-2 (stereo unspecified)	-15	-4	16	-11	9	-1	-0.4	-10	-4
Cc1nc(-c2ccc(Cl)cc2)sc1C1(C)CC(c2ccncc2)=NO1 (stereo unspecified)	10	3	-4	5	1	6	9.4	-2	2
Cc1c(Cl)c([N+](=O)[O-])nn1CCCC(=O)Nc1cc(Cl)ccc1Cl	1	-2	-5	-89	-11	1	1.3	3	3
COc1cccc2cc(C(=O)Oc3ccccc3)c(=O)oc12	6	4	7	24	-1	2	-1.9	-5	-3
CC/C(=N\N=C1\SC(C)C(=O)N1Cc1ccco1)c1ccccc1 (stereo unspecified)	-4	1	-4	-2	6	-2	-1.3	8	-5
COC(=O)CSc1nc(NC(C)C)nc(N(C)C)n1	3	-1	0	-2	-2	1	-2.5	-2	10
COc1ccccc1Nc1ncnc2c1cnn2-c1cccc(C)c1	11	-5	-5	-14	15	-1	-2.0	21	-1
COc1ccc(-c2oc3c(c2C#CCCCCO)C(OCCO)CC3)cc1 (stereo unspecified)	11	-2	-6	·	-2	2	·	4	·
Cn1ncc([N+](=O)[O-])c1C(=O)Nc1ccc(Cl)cc1	13	-3	0	-7	3	0	-5.7	-3	11
O=C(Nc1cnccn1)c1csc2ccccc12	-7	-3	2	18	23	0	0.0	-5	13
CC(NCCC1(C(C)C)CCOC(C)(C)C1)c1cccs1 (stereo unspecified)	-4	-8	11	-15	-8	0	0.7	15	-8
CCn1c(SC(C)C(=O)O)nnc1-c1cccnc1 (stereo unspecified)	1	1	-5	-1	12	0	-0.7	2	-3
CSc1ccc(Cl)c(C(=O)Nc2nccs2)c1	12	-2	-1	-28	-9	3	2.9	0	2
O=C1NN(c2ccc(Br)cc2)C(=O)/C1=C\c1ccc(O)cc1O	-3	4	-1	-24	3	4	-0.8	0	3
CN1CCN(C(=O)c2cnn3c(C(F)(F)F)cc(-c4cccs4)nc23)CC1	6	-1	-3	16	-6	1	-1.3	6	-8
COc1ccccc1CC(NC(C)=O)C(=O)NC1CCN(C(=O)c2ccc([N+](=O)[O-])cc2)CC1 (stereo unspecified)	10	-2	-6	0	3	1	-1.2	-2	8
O=C(c1cc2sccc2n1Cc1ccc(F)cc1)N1CCN(c2nc3ccccc3s2)CC1	23	-5	-13	0	-4	1	-0.2	18	-7
O=c1oc(Nc2cccc(Cl)c2)nc2ccccc12	7	-4	-5	-24	-7	0	-1.1	2	-1
CN(C)C(=O)C1=NOC2(C1)C(=O)Nc1ccccc12 (stereo unspecified)	-1	0	-2	·	9	1	·	-8	·

Bioassay records deposited in PubChem by several laboratories.
